Source: PubChem (National Center for Advancing Translational Sciences (NCATS))
ERK EGF block: inhibitors of EGF-stimulated ERK signaling pathway | HEK293-V1b, EGF-stimulated phospho-ERK AlphaScreen | Potency, µM (titrated, usually from 11.5 µM), inactives show at the highest dose activity change, negative = inhibition, actives largely listed as inhibitors | actives 0.41% (n = 130,000); active = well fitted inhibition curve with a large enough effect; inconclusive = small, poorly fitted or top-dose-only effect, or effect the other way;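 note: plate controls were stimulated vehicle wells for no effect and unstimulated vehicle basal for full effect; nearly all actives have a fitted effect of over 55% in size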
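EGF-stimulated (25 nM, 5 min) phospho-ERK in HEK293 cells stably expressing V1b, cells pretreated 30 min with compound at 37C. Homogeneous AlphaScreen read on lysates.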
* marks the source's active call; other numbers are inactive results; u = inconclusive; & = joins results of further samples; [ ] = dose if it differs, or a comment. Potency is the fitted concentration of half-maximal effect.

structure: CCOC(=O)c1cc[nH]c1CC(=O)NC
  ERK EGF block = -3%[57.5 µM]
structure: CCOC(=O)Cc1[nH]nc2c1C(Cc1ccccc1)C(C#N)=C(N)O2 (configuration not stated)
  ERK EGF block = 10%[57.5 µM]
structure: CC(=O)C1=C(O)C(=O)N(CCc2c[nH]c3ccccc23)C1c1ccccc1 (configuration not stated)
  ERK EGF block = -4%
structure: Cc1sc2nc(CN3CCCC3)nc(N3CCN(C(=O)c4ccco4)CC3)c2c1C
  ERK EGF block = -4%
structure: CCc1ccc2c(c1)cc(CN(Cc1ccco1)C(C)=O)c1nnnn12
  ERK EGF block = 8%
structure: CCOc1ccc(NC(=O)CSc2nc(C3CC3)nc3ccccc23)cc1
  ERK EGF block = -9%
structure: CC1CCc2sc(C(=O)Nc3ccc(C(N)=O)cc3)cc2C1 (configuration not stated)
  ERK EGF block = -2%[57.5 µM]
structure: O=C(N[C@@H](Cc1ccccc1)C(=O)O)c1ccc(C(F)(F)F)cc1
  ERK EGF block = -11%[57.5 µM]
structure: Cc1cccc2cc(/C=N/NC(=O)c3ccncc3)c(Cl)nc12
  ERK EGF block = -3%[57.5 µM]
structure: Cc1cc(F)c(F)c(C(=O)N2CCC(C)CC2)c1Cl
  ERK EGF block = -3%
structure: CCc1ccc(CCN2C(=O)c3ccccc3C2=O)nc1
  ERK EGF block = -3%[57.5 µM]
structure: O=C(/C=C/c1ccccc1)c1ccccc1O
  ERK EGF block = -1%&-5%
structure: O=C1C=C(NCc2ccc3c(c2)OCO3)CC(c2ccccc2)C1 (configuration not stated)
  ERK EGF block = -7%
structure: O=C1NC(=S)N/C1=C\c1ccccc1OCc1ccc(C(=O)O)cc1
  ERK EGF block = -4%[57.5 µM]
structure: CCOC(=O)C1CSC(CC(=O)Nc2ccc(OCC)cc2)C(=O)N1 (configuration not stated)
  ERK EGF block = -7%

Continued, overlapping the part above by 2 compounds.
structure: O=C1NC(=S)N/C1=C\c1ccccc1OCc1ccc(C(=O)O)cc1
  ERK EGF block = -4%[57.5 µM]
structure: CCOC(=O)C1CSC(CC(=O)Nc2ccc(OCC)cc2)C(=O)N1 (configuration not stated)
  ERK EGF block = -7%
structure: Cc1ccc2oc(-c3ccc(C)c(NC(=S)NC(=O)c4cccs4)c3)nc2c1
  ERK EGF block = 0%
structure: COc1ccc(CCc2nnc(CCC(=O)NCc3ccc4ncccc4c3)o2)cc1
  ERK EGF block = -3%
structure: COc1ccccc1CNC(=O)c1cccc(-c2ccc(C)c3ccccc23)n1
  ERK EGF block = -2%
structure: CCN(CC(=O)NCc1ccc(Cl)cc1)CC(=O)Nc1ccc(C(N)=O)cc1
  ERK EGF block = -5%
structure: NC(=O)N/N=C/c1ccc(-c2cccc(C(F)(F)F)c2)o1
  ERK EGF block = 3%
structure: O=C1CCCCCN1Cc1ccccc1
  ERK EGF block = -9%[57.5 µM]
structure: CCC(=NCCc1ccc(OC)c(OC)c1)C1=C(O)CC(C)(C)CC1=O
  ERK EGF block = 1%
structure: CCN(CC)C(=O)c1ccc(-c2nnc(OC)c3ccccc23)cc1
  ERK EGF block = 5%[57.5 µM]
structure: CN(C)Cc1ccccc1-c1ccc2ncnc(NC3CC3)c2c1
  ERK EGF block = 23%
structure: CCn1nnnc1SCC(=O)c1ccc(C)cc1
  ERK EGF block = -8%
structure: NCCc1nc(-c2ccccc2)cs1
  ERK EGF block = 1%
structure: CCn1c(SCC(=O)Nc2ccc(OC)cc2)nnc1-c1ccco1
  ERK EGF block = 2%
structure: COc1ccc(OCC(=O)NC(CC(=O)O)c2ccc(OC)c(OC)c2)cc1 (configuration not stated)
  ERK EGF block = -11%
structure: CC(=O)Nc1ccc(NC(=O)C(C)OC(=O)/C=C/c2cnc3ccccc3n2)cc1 (configuration not stated)
  ERK EGF block = -11%[57.5 µM]
structure: C/C(NC(=O)c1cccs1)=C1\C(=O)C[C@@H]2[C@H]1C2(C)C
  ERK EGF block = u

structure: COCCCNC(=O)C(=O)C1C(=O)Nc2ccccc21 (configuration not stated)
  ERK EGF block = -10%
structure: Cc1cccc(N2C(=O)CC(Cn3nc(C)cc3C)C2=O)c1 (configuration not stated)
  ERK EGF block = -3%[57.5 µM]
structure: CCn1c(C)nc2cc(C(=O)NNC(=S)NC(=O)c3ccc(OC)cc3)ccc21
  ERK EGF block = -1%
structure: Clc1ccc2nc(-c3ccccn3)c(Nc3ccc4c(c3)OCO4)n2c1
  ERK EGF block = 5%
structure: Cc1ccnc(NC(=O)CCC(=O)N(CC(=O)NC(C)(C)C)c2ccc(F)c(Cl)c2)c1
  ERK EGF block = -5%
structure: O=C(O)c1ccc(N/N=C/c2cccc3cccnc23)cc1
  ERK EGF block = 7%[57.5 µM]
structure: CC(OC(=O)c1ccc2ncsc2c1)C(=O)Nc1ncc(Cl)cc1Cl (configuration not stated)
  ERK EGF block = 3%
structure: Cc1cc2cc(CNC(=O)c3ccc(S(=O)(=O)N4CCOCC4)cc3)ccc2[nH]1
  ERK EGF block = -8%[57.5 µM]
structure: CCOC(=O)C1(Cc2ccccc2)CCN(Cc2ccc(C)s2)CC1
  ERK EGF block = -13%
structure: COc1ccc2c(c1)O[C@@H](c1cccc(C(F)(F)F)c1)[C@H](O)C2=O
  ERK EGF block = -8%&9%
structure: COc1cccc(C(=O)OCCN2CCCCC2)c1
  ERK EGF block = 14%
structure: O=C(Nc1cccc(-c2nc3ccccc3s2)c1)c1cc(=O)c2ccccc2o1
  ERK EGF block = -2%
structure: COc1cc(C(=O)Nc2ccc(NC(C)=O)cc2)ccc1OCc1ccccc1
  ERK EGF block = -9%
structure: CSc1nnc(C)c(=O)n1COC(=O)c1ccc([N+](=O)[O-])cc1
  ERK EGF block = -4%
structure: Cc1ccc(C(=O)N2CCN=C2SCc2ccc([N+](=O)[O-])cc2)cc1
  ERK EGF block = -2%

The list goes on; the last 2 above are carried over.
structure: CSc1nnc(C)c(=O)n1COC(=O)c1ccc([N+](=O)[O-])cc1
  ERK EGF block = -4%
structure: Cc1ccc(C(=O)N2CCN=C2SCc2ccc([N+](=O)[O-])cc2)cc1
  ERK EGF block = -2%
structure: Cc1nc(CCNC(=O)c2cccs2)cs1
  ERK EGF block = -1%
structure: CC1(NC(=O)C2CCCCC2)CCS(=O)(=O)C1 (configuration not stated)
  ERK EGF block = 11%
structure: Cc1nc(N)sc1C(=O)N/N=C/c1ccco1
  ERK EGF block = -1%[57.5 µM]
structure: NS(=O)(=O)c1ccc(N2CCCC2=O)c([N+](=O)[O-])c1
  ERK EGF block = -16%
structure: O=C(O)c1cc(O)c2c(c1)[C@H]([C@H]1c3cc(C(=O)O)cc(O)c3C(=O)c3c(O[C@@H]4OC(CO)C(O)C(O)C4O)cccc31)c1cccc(O[C@@H]3OC(CO)C(O)C(O)C3O)c1C2=O (some centres not stated)
  ERK EGF block = -2%
structure: O=C(NC1CC1)c1nc2c(nnn2Cc2ccccc2Cl)c(=O)[nH]1
  ERK EGF block = -4%
structure: Cc1oc(-c2ccccc2Cl)nc1CN1CCCC1c1ccc(F)cc1 (configuration not stated)
  ERK EGF block = -5%
structure: COCCOc1ccc(C(F)(F)F)cc1NC(=O)c1ccccc1
  ERK EGF block = -3%
structure: CCOC(=O)/C(C#N)=N/Nc1ccccc1C#N
  ERK EGF block = 4%[57.5 µM]
structure: O=C(CCS(=O)(=O)Cc1ccccc1)NCCc1ccccc1
  ERK EGF block = 0%
structure: CC(=O)c1cccc(CN2CCN(CCC(C)C)C(CCO)C2)c1 (configuration not stated)
  ERK EGF block = -9%[57.5 µM]
structure: CCOC(=O)CSCC(=O)Nc1nnc(-c2cccc([N+](=O)[O-])c2)s1
  ERK EGF block = 5%
structure: COC(=O)c1n[nH]nc1-c1ccccc1
  ERK EGF block = 15%
structure: CC1(C)CC(CCC(=O)NC(=S)Nc2ccccc2Cl)C(=O)O1 (configuration not stated)
  ERK EGF block = -3%
structure: O=C1/C(=C/c2cccnc2)SC(=S)N1c1ccc(F)cc1
  ERK EGF block = -14%

structure: CC(C)c1nnc(NC(=O)Cc2ccc(Br)cc2)s1
  ERK EGF block = 0%
structure: CCNc1nc(NCC)nc(Oc2ccc(C(=O)OC)cc2)n1
  ERK EGF block = 14%[57.5 µM]
structure: CCc1ccccc1NC(=O)CN(C)C(=O)CSc1nn(-c2ccccc2)c(=S)s1
  ERK EGF block = 5%
structure: CN(N)c1nc(C(F)(F)F)nc2ccccc12
  ERK EGF block = 1%
structure: N/C(=N\c1nc2ccccc2o1)NC(=O)c1cccc(Cl)c1
  ERK EGF block = 10%[57.5 µM]
structure: COc1cc(N)c(Cl)cc1C(=O)NC1CCN(Cc2ccccc2)CC1
  ERK EGF block = 3%
structure: O=C(Cc1cccs1)N1CCN=C1SCc1cccc(F)c1
  ERK EGF block = 7%[57.5 µM]
structure: CC(=O)O[C@@H]1[C@H](OC(=O)CC(C)C)c2c(ccc3ccc(=O)oc23)OC1(C)C
  ERK EGF block = 5%
structure: CN(CC(=O)Nc1ccc(F)cc1[N+](=O)[O-])Cc1ccccc1
  ERK EGF block = -3%
structure: COC(=O)Cn1c(C)c(C#N)c2ccccc21
  ERK EGF block = 8%
structure: CC[C@H](NC(=O)c1c(C)c(-c2ccccc2)nc2ccccc12)c1ccccc1
  ERK EGF block = 10%
structure: CCOC(=O)N1CCC(c2cc(=O)n(-c3ccccc3)[nH]2)CC1
  ERK EGF block = 1%[57.5 µM]
structure: Oc1c(Cl)cc(Cl)cc1/C=N/NC(=S)NC1CC2C=CC1C2 (configuration not stated)
  ERK EGF block = -15%[57.5 µM]
structure: C/C(=N/NC(=O)c1ccncc1)c1cc2ccc(O)cc2oc1=O
  ERK EGF block = -6%
structure: COc1ccc(NC(=O)COC(=O)c2cc(OC)c(OC)c(OC)c2)c([N+](=O)[O-])c1
  ERK EGF block = u

Copied from the list.
CCc1ccccc1NC(=O)CN(C)C(=O)CSc1nn(-c2ccccc2)c(=S)s1 in ERK EGF block = 5%
CN(CC(=O)Nc1ccc(F)cc1[N+](=O)[O-])Cc1ccccc1 in ERK EGF block = -3%
CN(N)c1nc(C(F)(F)F)nc2ccccc12 in ERK EGF block = 1%
CC[C@H](NC(=O)c1c(C)c(-c2ccccc2)nc2ccccc12)c1ccccc1 in ERK EGF block = 10%
C/C(=N/NC(=O)c1ccncc1)c1cc2ccc(O)cc2oc1=O in ERK EGF block = -6%
COc1cc(N)c(Cl)cc1C(=O)NC1CCN(Cc2ccccc2)CC1 in ERK EGF block = 3%

The listing continues.
structure: CC(C)C(NC(=O)c1cccnc1)C(=O)O (configuration not stated)
  ERK EGF block = 4%
structure: CCN1CCN(C(=O)N[C@H](C(=O)N[C@@H]2C(=O)N3C(C(=O)O)=C(CSc4nnnn4C)CS[C@@H]23)c2ccc(O)cc2)C(=O)C1=O
  ERK EGF block = -8%[25.7 µM]
structure: Cc1cccc(NC(=O)c2sc(C)nc2C)c1
  ERK EGF block = -6%
structure: COc1ccc(N=C2SC(CC(=O)Nc3ccc(F)cc3)C(=O)N2Cc2ccco2)cc1 (configuration not stated)
  ERK EGF block = 3%
structure: NC(=O)NOCc1ccccc1
  ERK EGF block = -2%
structure: CCC(C)/C(C)=N/Nc1ccc(S(N)(=O)=O)cc1[N+](=O)[O-] (configuration not stated)
  ERK EGF block = 1%
structure: COc1ccc2cc1Oc1ccc(cc1)CC1c3c(cc(OC)c4c3Oc3cc5c(cc3O4)CCNC5C2)CCN1C (configuration not stated)
  ERK EGF block = u
structure: COc1ccc(C2CC(c3cccs3)=Nc3ccccc3S2)cc1 (configuration not stated)
  ERK EGF block = 11%
structure: Oc1ccc(N=Nc2nc(-c3ccccc3)c(-c3ccccc3)[nH]2)cc1
  ERK EGF block = u
structure: CN(C)c1ccc(C(=O)Nc2nc3c(s2)CCCC3)cc1
  ERK EGF block = 22µM*
structure: COc1ccc(C(=O)Oc2cccc(/C=N/NC(N)=S)c2)cc1
  ERK EGF block = 7%
structure: O=S(=O)([O-])CCC[n+]1c(/C=C\Nc2ccccc2)oc2ccc(-c3ccccc3)cc21
  ERK EGF block = 6%
structure: CCCCCOC(=O)CSc1nc2c(c(=O)[nH]c(=O)n2C)n1Cc1ccc(Cl)cc1
  ERK EGF block = 1%
structure: C/C=C(\C)C(=O)NNC(=O)c1sc(-c2ccccc2)nc1C
  ERK EGF block = -3%[57.5 µM]
structure: Cc1cc(C(=O)COC(=O)c2ccc(O)cc2)c(C)n1CCc1ccc(F)cc1
  ERK EGF block = u

Given with values ahead of the structure: 2 of the compounds above
ERK EGF block,compound
-1%,CCn1c(C)nc2cc(C(=O)NNC(=S)NC(=O)c3ccc(OC)cc3)ccc21
-5%,Cc1oc(-c2ccccc2Cl)nc1CN1CCCC1c1ccc(F)cc1 (configuration not stated)

(further entries)
structure: O=C(C1CC1)N1CCN(c2ccnc3cc(Cl)ccc23)CC1
  ERK EGF block = -10%
structure: O=C(CSc1nc2c(c(C(F)(F)F)n1)CCc1ccccc1-2)NCc1ccc(F)cc1
  ERK EGF block = -5%
structure: C[C@@H](CNC1CCCCC1)OC(=O)c1ccccc1
  ERK EGF block = 2%[25.7 µM]
structure: O=C(NC1(C(F)(F)F)N=C2SCCN2C1=O)c1cccnc1 (configuration not stated)
  ERK EGF block = -3%
structure: C#CCNC(=O)C1=C[C@H](C2CCCCC2)C[C@H](OCCCCO)O1
  ERK EGF block = -10%[57.5 µM]
structure: CN(Cc1cnccn1)C(=O)CC1C(=O)NCCN1CC(c1ccccc1)c1ccccc1 (configuration not stated)
  ERK EGF block = -6%[57.5 µM]
structure: COC(=O)c1sc2nc(C)nc(SCC(=O)N3CCC(C(=O)O)CC3)c2c1C
  ERK EGF block = -5%
structure: Cc1ccnc(NC(=O)CCCOc2ccccc2)c1
  ERK EGF block = -5%
structure: COc1cc(C[C@H](C)[C@H](C)Cc2ccc3c(c2)OCO3)ccc1O
  ERK EGF block = -2%[57.5 µM]
structure: CCOC(=O)N1CCC(N2CCN(Cc3ccc(C)o3)C(CCO)C2)CC1 (configuration not stated)
  ERK EGF block = 1%
structure: COc1ccc(-c2csc(NC(=O)COC(=O)Cc3ccc(Cl)cc3Cl)n2)cc1
  ERK EGF block = -7%

An excerpt. The share of hits here may be higher or lower than overall.
